# From PubChem BioAssay
# FEN1 inhibitor = inhibitors of human flap endonuclease 1; Recombinant FEN1 flap cleavage, fluorescence, 15 min; P39748; AID 588795; Potency, µM (top dose mostly 114 µM), without a hit: at the top dose activity change, negative = inhibition, hits mostly inhibitors; 390,000 compounds, 0.35% hits; further: nearly all actives have a fitted effect of over 65% in size
# Target sequence (P39748 whole entry, looked up): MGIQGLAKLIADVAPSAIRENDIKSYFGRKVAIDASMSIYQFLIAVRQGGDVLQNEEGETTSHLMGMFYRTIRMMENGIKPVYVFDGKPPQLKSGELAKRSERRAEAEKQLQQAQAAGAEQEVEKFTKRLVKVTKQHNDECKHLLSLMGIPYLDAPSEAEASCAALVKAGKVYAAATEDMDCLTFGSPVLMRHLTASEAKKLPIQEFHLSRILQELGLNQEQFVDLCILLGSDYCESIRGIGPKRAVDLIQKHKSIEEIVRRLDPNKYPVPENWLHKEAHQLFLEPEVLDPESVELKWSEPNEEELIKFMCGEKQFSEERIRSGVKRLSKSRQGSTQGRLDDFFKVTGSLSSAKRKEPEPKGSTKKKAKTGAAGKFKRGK
#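 With each library titrated from low to high concentration, compounds met 10 nM FEN1 for 15 min at room temperature before 50 nM substrate was added; readings at 0 and 15 min fed four-parameter Hill curve fits.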
# GCN5L2 inh = GCN5L2 (KAT2A) acetyltransferase inhibition | Q92830 | GCN5L2 HAT assay, ThioGlo1 CoA-SH fluorescence | Potency, µM (highest dose often 58.9 µM), for the others: at the highest dose activity change, negative = inhibition, usual class: inhibitors | 390,000 compounds, 0.21% hits
#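 Compounds, pin-transferred from DMSO stocks, meet 20nM GCN5L2 for 15 min before the reaction begins with H3(1-25) peptide (75uM) and acetyl-CoA (70uM). Thiol-reactive ThioGlo1 reports CoA release over 20 min at room temperature.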
# DT40 TDP1 CPT = DT40-hTDP1 cell growth loss with CPT. chicken DT40 Tdp1-/-;hTDP1 cells + 20 nM CPT, ATP luminescence, 48 h. Potency, µM (series often up to 46.2 µM), for the others: top-dose activity change, negative = growth inhibition, hits mostly inhibitors. 420,000 compounds, 12% hits; further: nearly all actives have a fitted effect of over 55% in size
#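 Chicken DT40 Tdp1-/- cells complemented with human TDP1, 400 cells/well, exposed to compounds plus 20 nM camptothecin for at least 48 h at 37 C; viability read as ATP content by CellTiter-Glo luminescence.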
# * marks the source's active call; other numbers are inactive results; ? = inconclusive; . = not tested or not shown; [ ] = remark or other dose. The call rests on the fitted dose curve; in most records, active means well fitted curve in the direction sought with a large enough effect; inconclusive means small, poorly fitted or top-dose-only effect, or another doubt; inactive means no such curve, though single readings can be large; an effect the other way counts as inactive or inconclusive. On the % scale 0 is the no-effect control and ±100 the full control effect; potency means the concentration at half of the fitted maximal effect. This is a subset (hit frequency here may not be typical).
molecule	DT40 TDP1 CPT	GCN5L2 inh	FEN1 inhibitor
COc1ccc(-c2noc(CCC(=O)NC3CCN(Cc4ccccc4)CC3)n2)cc1	?	-6%	-3%
C#CCOCCOCCOCCNc1nc(N2CCN(C(=O)CCCCCCCCCCNC(=O)[C@H](CCCCN)n3cc(C)nn3)CC2)nc(N2CCN(C(=O)CCCCCCCCCCNC(=O)[C@H](CO)n3cc(CCCSC)nn3)CC2)n1	15µM*	-2%	?
COc1ccc(OC)c(NC(=O)c2nnn(Cc3ccc(Br)cc3F)c2N)c1	8.2µM*	-6%	7%
O=[N+]([O-])c1ccc(CN2CCN(c3ccccc3Cl)CC2)o1	-10%	-8%	2%
CC(=O)Oc1ccc2nonc2c1OC(C)=O	5.6µM*	.	10µM*
O=C(CN1CCN(S(=O)(=O)c2ccc(Cl)cc2)CC1)N1CCCC1	-17%	-1%	6%
CCn1c(-c2cccc(Cl)c2)n[nH]c1=S	-25%	-10%	9%
CN(O)/C=c1/ccc2c(n1)C(=O)C=CC=2	4.6µM*	-1%	6%
COc1ccc(CCN2C(=O)C3C4CCC(C4=C(C)C)C3C2=O)cc1OC (stereo unspecified)	?	-5%	3%
C=CCn1c(COc2ccc(OC)cc2)nc2ccccc21	?	-15%	-5%
Cc1cc(-n2c(C)cc(C(=O)CSc3ccccn3)c2C)no1	?	2%	-14%
O=C(c1ccccc1)c1coc2ccc(O)c(CN3CCOCC3)c12	?	-5%	9%

molecule	DT40 TDP1 CPT	GCN5L2 inh	FEN1 inhibitor
COc1ccc(/C=N/NC(=O)c2nnn(-c3nonc3N)c2-c2cccc(OC)c2)cc1	-4%	-8%	-13%
COC(=O)c1sccc1NC(=O)Nc1ccc(F)cc1	-10%	-11%	2%
COc1ccc(NC(=O)CSc2ccc3nnc(-c4ccccn4)n3n2)cc1OC	6%	-4%	7%
Cc1cnc(C(=O)OCC(=O)NCCCc2ccccc2)cn1	6%	5%	-8%
C[C@@]12C(=O)N(CC3CC3)CC(=O)N1[C@H](C1CC1)[C@@H]1C(=O)N(c3ccccc3)C(=O)[C@@H]12	5%	?	18%
Cn1c(NC(=O)c2ccc(F)cc2)nc2ccccc21	?	-11%	-4%
COc1cc(OC)c(S(=O)(=O)N2CCN(C(=O)c3ccco3)CC2)cc1NC(C)=O	9%	3%	0%
COC(=O)c1cc(-c2ccccc2)nc2nc(SC)[nH]c(=O)c12	-24%	1%	-22%
COc1ccccc1N1CCN(C(CNS(C)(=O)=O)c2cccnc2)CC1 (stereo unspecified)	2%	-13%	-3%
Cc1onc(-c2c(F)cccc2Cl)c1C(=O)OCC(=O)Nc1c(C)n(C)n(-c2ccccc2)c1=O	-8%	-3%	-2%
Cn1c(CSCCOc2ccccc2)n[nH]c1=S	-18%	-8%	-2%
CCOC(=O)c1cc(-c2ccccc2)sc1NC(=O)C(C)OC(=O)c1cccnc1OCC (stereo unspecified)	-29%	1%	2%

molecule	DT40 TDP1 CPT	GCN5L2 inh	FEN1 inhibitor
CCOc1ccc(N2C(=O)CC(N3CCN(c4ccc(Cl)cc4)CC3)C2=O)cc1 (stereo unspecified)	?	-14%	-4%
Cc1oc(CN2CCOCC2)cc1C(=O)O	21%	-4%	-5%
CCC1CCCCN1C(=O)COc1ccc(N(C)S(=O)(=O)c2ccc(C)cc2)cc1 (stereo unspecified)	21µM*	?	-19%
CCC12CCC3c4ccc(O)cc4CCC3C1CC(O)C2O (stereo unspecified)	?	.	-15%
O=C(Nc1cccc2ccccc12)c1onc2c1CCCC2	10µM*	-2%	7%
COc1cc(/C=C2\SC(=O)N(c3cccc(Cl)c3)C2=O)cc([N+](=O)[O-])c1O	3%	?	89µM*
COc1ccc2[nH]c(CCc3nc4c(OC)c(OC)ccc4[nH]3)nc2c1OC	-18%	.	9%
COc1cc(-c2nnc(CSc3nnc(N)s3)o2)cc(OC)c1OC	-20%	1%	13%
CC1Cc2ccccc2N1C(=O)COC(=O)c1ccc(N(C)C)cc1 (stereo unspecified)	?	-2%	-9%
COC(=O)C1=C(C)N(CCC2=CCCCC2)C(=O)C1	?	-22%	3%
COCCCNc1c2c(nc3nnnn13)CCCC2	16%	-4%	1%
Cc1ccc(OCCNC(=O)Cc2ccc(F)cc2)cc1	-11%	-9%	-1%

molecule	DT40 TDP1 CPT	GCN5L2 inh	FEN1 inhibitor
Cc1cc(Oc2nc3c(C)cccn3c(=O)c2/C=C(\C#N)S(=O)(=O)c2ccc(Cl)cc2)ccc1Cl	?	0%	0%
CCOc1ccc(NC(=O)NC(C)c2ccc3c(c2)OCO3)cc1 (stereo unspecified)	-6%	-3%	0%
COc1ccc(NC(=O)CC2C(=O)N(c3ccc(F)cc3)C(=S)N2NC(=O)c2ccc(Cl)cc2)cc1 (stereo unspecified)	-5%	-4%	-1%
CCn1c2ccccc2c2cc(Nc3cc(C)nc4ncnn34)ccc21	0.92µM*	0%	?
CCOc1ccccc1-n1c(=S)sc2c(=O)n(-c3ccc(C)cc3)c(=S)[nH]c21	?	-11%	12%
COc1ccc(CN2CCN(Cc3ccc4ccccc4c3)CC2)cc1OC	?	-5%	-6%
O=C(Cn1c(-c2cccs2)cc2cc(F)ccc21)NCCCN1CCN(c2ccccc2F)CC1	21µM*	-3%	-15%
COc1ccccc1C1Nc2ccccc2-n2c(-c3ccccc3)c3c(=O)n(C)c(=O)n(C)c3c21 (stereo unspecified)	-102%	-13%	-7%
COc1cccc([C@@H]2Oc3ccc(OC)cc3C(=O)[C@H]2O)c1	6.5µM*	-2%	-7%
COc1ccc(NC(=O)N2CCCC3(CCN(S(=O)(=O)c4ccccc4)CC3)C2)cc1	14%	-4%	.
CN(C/C=C/c1ccccc1[N+](=O)[O-])Cc1ccccc1	?	-5%	14%
COc1cc(NC(=O)c2c3c(nc4ccccc24)C(=O)N(C2CCCCC2)C3)cc(OC)c1	-21%	0%	-2%

molecule	DT40 TDP1 CPT	GCN5L2 inh	FEN1 inhibitor
O=C(COc1ccc2oc(-c3ccccc3)cc(=O)c2c1)NCc1ccco1	?	-6%	-8%
OCCC1CN(Cc2cccn2-c2cccnc2)CCN1Cc1ccc(F)cc1 (stereo unspecified)	-10%	2%	-14%
O=C(CNC(=S)N(CCCN1CCOCC1)Cc1cccs1)NCc1ccccc1Cl	-8%	-4%	6%
Cc1cc(Nc2ccc(Br)c(C)c2)n2nc(-c3ccco3)nc2n1	?	17%	-3%
CC(=O)N1CCOc2ccc(S(=O)(=O)NC[C@H]3O[C@@H](n4ccc(=O)[nH]c4=O)[C@H](O)[C@@H]3O)cc21	2%	.	-3%
CCOC(=O)N1CCN(C(=O)CSc2nc(=O)n3cc(C)ccc3n2)CC1	1%	-4%	0%
CS(=O)(=O)N(CC(=O)NCc1ccc2c(c1)OCO2)C1CCCCC1	1%	0%	-2%
O=C1C=C(Nc2cccc(Cl)c2)CC(c2ccco2)C1 (stereo unspecified)	?	-2%	-14%
O=C1c2ccccc2C(=O)N1Cc1cnc(N2CCN(c3ccccc3)CC2)s1	8.2µM*	-1%	2%
COc1cccc(N2CCN(C(=S)Nc3ccccc3)CC2)c1	1%	-1%	1%
CN1CCN(c2ncnc3c2c(-c2ccccc2)cn3-c2ccc(F)cc2)CC1	18µM*	-8%	-15%
O=C(c1cccs1)N1CCN(Cc2cn[nH]c2-c2ccc(F)cc2F)CC1	-18%	0%	-5%

molecule	DT40 TDP1 CPT	GCN5L2 inh	FEN1 inhibitor
Cc1ccc(S(=O)(=O)NCCCNS(=O)(=O)c2ccccc2[N+](=O)[O-])cc1	?	-4%	12%
CC1CCN(CCNC(=O)c2ccc3c(=O)n(Cc4ccc(Cl)cc4)c(=S)[nH]c3c2)CC1	?	-1%	?
CCN1C(=O)/C(=C2/Sc3ccccc3N2CC)S/C1=N\c1ncn[nH]1	?	-15%	-4%
COC(=O)C1=C(N)Oc2cc(C)n(Cc3cccnc3)c(=O)c2C1c1ccc(OC)c(OC)c1OC (stereo unspecified)	-4%	-2%	-2%
Cc1c(Cl)cccc1NC(=O)NCc1ccncc1	13%	7%	3%
COc1ccc(CN2CCNC(=O)C2CC(=O)NCC(C)(C)N2CCOCC2)cc1C (stereo unspecified)	5%	-3%	19%
Cc1cc(=O)c2c(O)c(O)ccc2o1	?	26%	-14%
CS(=O)(=O)Nc1cccc(-c2cc(NCc3ccccc3)ncn2)c1	7%	-6%	.
COc1ccc(C(=O)N2CCC3(CCCN(Cc4ccccc4)C3)CC2)cc1	-4%	-1%	.
COc1ccc(S(=O)(=O)Nc2ccc(-c3cn4ccsc4n3)cc2)cc1C	4%	-1%	0%
COC(=O)c1cc(NC(=O)c2cc3c(-c4ccccc4F)nn(C)c3s2)cc(C(=O)OC)c1	3.3µM*	1%	2%
CC1(C)Cc2ccccc2-c2nnc(-c3ccc4ccccc4n3)n21	-25%	0%	-10%

molecule	DT40 TDP1 CPT	GCN5L2 inh	FEN1 inhibitor
CC12CCC3c4ccc(OCc5ccccc5)cc4CCC3C1CC(O)C2O (stereo unspecified)	?	1%	.
O=C(Nc1cc(N2CCOCC2)ncn1)c1ccc(F)cc1	-13%	-2%	-2%
CCOC(=O)N1CCN(S(=O)(=O)c2ccc(F)c(C(=O)Nc3cccc(C)c3C)c2)CC1	-24%	-2%	0%
COc1ccc(NC(=S)c2ccncc2)cc1	-24%	4%	-2%
CC(=O)c1c(O)c(C)c(-c2ccccc2)n(-c2ccccc2)c1=O	?	-3%	21%
COc1ccc(C(=O)NC(=O)Nc2ncccc2C)cc1	-14%	-3%[0.501 µM]	1%
COc1ccc(-c2nc(CSc3nncn4c3cc3sccc34)c(C)o2)cc1OC	1.8µM*	2%	-20%
Cc1c(NC(=O)c2cccs2)cccc1C(=O)O	8%	-3%	5%
Cc1ccc(NC(=O)Cn2cc(S(=O)(=O)Cc3ccc(F)cc3)c3ccccc32)cc1Cl	?	?	-12%
Cc1ccc(NC2CCCN(C(=O)CCC3(C)CC3)C2)cc1C (stereo unspecified)	-24%	-29%	3%
Cc1ccc(CC(=O)Nc2ccc(F)c([N+](=O)[O-])c2)cc1	?	-2%	-1%
CCc1ccc(C(=O)c2cn(CC(=O)NCc3ccc(C)cc3)c3nc(C)ccc3c2=O)cc1	-8%	7%	21%

molecule	DT40 TDP1 CPT	GCN5L2 inh	FEN1 inhibitor
CCOC1(OCC)N=C(N)C2(C#N)C(c3cccc(OC)c3OC)C12C#N (stereo unspecified)	-7%	-9%	1%
Cc1ccc(S(=O)(=O)Nc2cccc3c2O[C@H](CN(C)C(=O)Nc2cccc4ccccc24)[C@H](C)CN([C@H](C)CO)C3=O)cc1	21µM*	-7%	-2%
COc1ccc(NC(=O)CN2CCOCC2)cc1	0%	-2%	12%
CN(C)CCCNC(=O)/C(=N\O)c1ccccc1	-11%	2%	-4%
CO/N=C/C(=N\Nc1ccccc1)C(=O)c1ccccc1	?	-4%	3%
CC[C@]12c3[nH]c4cc(-c5ccco5)ccc4c3CCN1C(=O)[C@@H](CC(=O)NCCc1ccccn1)C[C@@H]2C(=O)N1CCN(C(=O)C2CC2)CC1	?	-5%	-4%
COc1cc(NS(=O)(=O)c2ccc(OC)c(C)c2C)c(OC)cc1Cl	4.6µM*	-30%	-4%
COc1ccccc1NC(=O)Nc1ccc(Cc2ccncc2)cc1	8%	-6%	-11%
Cc1cccc(Cn2c(SCc3ccc(C(=O)NCc4cccs4)cc3)nc3ccncc32)c1	?	-2%	14%
Cc1cccnc1N(C(=O)Nc1ccccc1)C1=NCC(C)(C)S1	?	-5%	1%
CCC(C)(C)C1CCC2(CC1)NC(CO)(CO)CO2 (stereo unspecified)	-2%	0%	-2%
Clc1ccc(C2Nc3cccc4cccc(c34)N2)c(Cl)c1	?	.	0%
